Bioassay records deposited in PubChem BioAssay by National Center for Advancing Translational Sciences (NCATS).
GAA glycogen – alters human alpha-glucosidase cleavage of glycogen | recombinant GAA, glycogen substrate, Amplex Red glucose oxidase fluorescence | hit rate 0.38% among 300,000 | Potency, µM (titrated, usually from 76.4 µM), inactives show at the top dose activity change, negative = inhibition, usual class: inhibitors;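 note: 0% = full enzyme reaction and -100% = no-enzyme basal signal; the screen sought inhibitors and activators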
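Recombinant human alpha-glucosidase (4 nM final) hydrolysed bovine liver glycogen (30 ug) for 40 min at 37 C in pH 5.0 citrate/phosphate with 0.01% Tween-20. Released glucose detected by glucose oxidase/Amplex Red, Ex 573/Em 610 nm. Compounds up to 77 uM; AC50 from Hill fits.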
aGlu spleen mod – inhibitors or activators of human alpha-glucosidase in spleen homogenate; P10253; human spleen homogenate, 4-MU-alpha-glucoside fluorescence; Potency, µM (doses to about 79.9 µM), without a hit: top-dose activity change, negative = inhibition, most hits filed as inhibitors; hit rate 0.006% among 240,000; AID 2112;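 note: 0% = enzyme with vehicle and -100% = no enzyme basal signal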
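Human spleen homogenate (1 ug) incubated with compounds and 1 mM 4-methylumbelliferyl-alpha-D-glucopyranoside in pH 5.0 citrate/phosphate buffer, 37 C, 40 min. Stopped at pH 10; 4-MU fluorescence (Ex 365/Em 440 nm); AC50 by Hill fit.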
GLA spleen mod – alpha-galactosidase A (human) modulation. P06280. human spleen homogenate, 4MU-alpha-Gal fluorescence, 40 min. Potency, µM (series often up to 80 µM), for inactives: at the highest dose activity change, negative = inhibition, usual class: inhibitors. hit rate 0.008% among 240,000. AID 2107;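 note: 0% = enzyme with vehicle and -100% = no enzyme basal signal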
Target sequence (P06280 32-429 limits assumed): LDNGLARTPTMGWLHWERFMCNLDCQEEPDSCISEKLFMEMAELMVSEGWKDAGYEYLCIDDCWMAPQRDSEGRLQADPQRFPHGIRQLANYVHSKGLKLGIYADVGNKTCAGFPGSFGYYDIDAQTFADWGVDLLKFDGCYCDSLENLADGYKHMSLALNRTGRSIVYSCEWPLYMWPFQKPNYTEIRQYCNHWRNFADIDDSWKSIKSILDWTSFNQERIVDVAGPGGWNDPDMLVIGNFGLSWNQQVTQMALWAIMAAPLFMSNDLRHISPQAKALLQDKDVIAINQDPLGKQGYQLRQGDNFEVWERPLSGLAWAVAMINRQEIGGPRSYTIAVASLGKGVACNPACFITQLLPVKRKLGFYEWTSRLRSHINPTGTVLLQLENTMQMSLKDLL
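qHTS titration in buffer at pH 5.0. Alpha-galactosidase activity in spleen homogenate was measured via 4-methylumbelliferone release from 1 mM fluorogenic substrate after 40 min at 37C and a pH 10 stop. AC50 came from Hill fits of control-normalized data.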
Tau FP inhib – inhibitors of human tau fibril formation; P10636; K18 P301L tau heparin fibrillization, Alexa594 FP, 6 h; Potency, µM (doses to about 57.7 µM), without a hit: at the highest dose activity, negative = inhibition, hits mostly inhibitors; hit rate 0.39% among 280,000; AID 1468; note: % is set by controls: 0 for no effect and ±100 for the full control effect; nearly all actives have a fitted effect of over 55% in size
Target sequence (P10636 561-689 P618L limits assumed): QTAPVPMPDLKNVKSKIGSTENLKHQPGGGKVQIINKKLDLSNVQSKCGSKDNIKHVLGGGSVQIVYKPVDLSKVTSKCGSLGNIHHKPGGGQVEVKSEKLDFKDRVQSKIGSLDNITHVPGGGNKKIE
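Heparin (20 uM) drove fibril formation of recombinant tau K18 P301L, 15 uM unlabeled with 0.24 uM Alexa 594 label, for 6 hr at 37 C in 100 mM sodium acetate pH 7. Fluorescence polarization (555/632 nm) read 1 hr after 30 uM ThT.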
Tau ThT inhib – tau fibrillization inhibition (ThT binding). P10636. recombinant tau K18 P301L, heparin-induced fibrillization, ThT fluorescence. Potency, µM (top dose mostly 57.4 µM), inactives show at the highest dose activity, negative = inhibition, hits mostly inhibitors. hit rate 2.1% among 270,000; note: % is set by controls: 0 for no effect and ±100 for the full control effect; nearly all actives have a fitted effect of over 55% in size
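Heparin-induced (20 uM) aggregation of recombinant human K18 P301L tau, 15 uM unlabeled with 0.24 uM labeled, pH 7 acetate buffer, 6 hr at 37 C with compound. Fibrils quantified by 30 uM ThT fluorescence after 1 hr ambient incubation.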
GAA inhib – alpha-glucosidase (human) inhibition. purified human GAA, 4-MU-alpha-glucoside fluorescence. Potency, µM (highest dose often 76.9 µM), inactives show at the top dose activity change, negative = inhibition, usual class: inhibitors. hit rate 0.005% among 200,000. AID 1466;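 note: plate controls were uninhibited enzyme wells for no effect and no-enzyme background for full effect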
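Human alpha-glucosidase, 4 nM, pre-mixed with test compounds before 400 uM 4-methylumbelliferyl substrate; 20 min room temperature at pH 5.0. Fluorescence read after pH 10 stop; AC50 values from Hill-equation fits.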
HTT ATP protect – Huntington cell model cytoprotection by ATP luminescence; hit rate 0.14% among 230,000; Potency, µM (top dose mostly 56.4 µM), for inactives: cytoprotection (ATP increase), hits mostly activators; PC12 HTT-Q103 induced, cytoprotection, ATP luminescence, 40 h;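 note: % of control where 0% means no effect; nearly all actives have a fitted effect of over 45% in size; toxic huntingtin expression switched on by the ecdysone agonist tebufenozide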
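PC12 cells with ecdysone-inducible HTT exon 1 Q103-GFP, induced with 100 nM tebufenozide and co-treated with library compounds in a dose series (1536-well, 1500 cells/well). Cytoprotection read as ATP content by ATPlite luminescence.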
Tau fluor counter – counter-screen for tau fibril formation inhibitors | tau K18 P301L Alexa594 fluorescence, heparin fibrillization | Potency, µM (series often up to 57.7 µM), without a hit: top-dose activity change, negative = decrease | AID 1463 | hit rate 0.93% among 280,000; note: % is set by controls: 0 for no effect and ±100 for the full control effect; nearly all actives have a fitted effect of over 55% in size
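Human tau K18 P301L (15 uM unlabeled, 0.24 uM Alexa 594-labeled) in 100 mM sodium acetate pH 7 with 20 uM heparin, 6 hr at 37 C. ThT 30 uM added, 1 hr ambient; Alexa 594 FP and total fluorescence read at 555/632 nm.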
* = called active by the depositor; [ ] = remark or other dose. Calls come from the whole dose curve; as a rule, active = well fitted curve in the direction sought with a large enough effect; inconclusive = small, poorly fitted or top-dose-only effect, or another doubt; inactive = no such curve, though single readings can be large; an effect the other way counts as inactive or inconclusive. Potency is the fitted concentration of half-maximal effect. Random draw from the library. Share with any hit: about 3.3%.

COCC(=O)Nc1nnc(C2CCCCC2)s1 was read as GAA glycogen -3%, aGlu spleen mod 11%, GLA spleen mod 15%, Tau FP inhib -3%, Tau ThT inhib 6%, GAA inhib -10%, HTT ATP protect -19% and Tau fluor counter 8%.
`Cc1ccc(S(=O)(=O)NN2C(=O)c3ccccc3NC2(C)C)cc1` gave GAA glycogen 2%, aGlu spleen mod 5%, GLA spleen mod 10%, Tau FP inhib 0%, Tau ThT inhib -9%, GAA inhib 11%, HTT ATP protect 3%[10 µM] and Tau fluor counter -9%.
CCC(=O)Nc1cccc(NC(=O)CSc2nnc(-c3ccc(NS(C)(=O)=O)cc3)n2CC)c1 was read as GAA glycogen 0%, aGlu spleen mod -1%, GLA spleen mod 9%, Tau FP inhib 5%, Tau ThT inhib -10%, GAA inhib -4%, HTT ATP protect 4% and Tau fluor counter -5%.
For CCOc1ccc(N2C(=O)/C(=C/c3cc(OC)c(OC)c(OC)c3)N(CC(=O)OC)C2=S)cc1 the results were GAA glycogen -9%, aGlu spleen mod -7%, GLA spleen mod 6%, Tau FP inhib 6%, Tau ThT inhib inconclusive, GAA inhib inconclusive, HTT ATP protect -50%[inhibitor] and Tau fluor counter -19%.
O=C1CC(Cc2ccccc2)C(=O)N1c1ncccn1 (configuration not stated) was read as GAA glycogen -1%, aGlu spleen mod -3%, GLA spleen mod -4%, Tau FP inhib 13%, Tau ThT inhib -5%, GAA inhib inconclusive, HTT ATP protect -23%[10 µM] and Tau fluor counter -9%.
`Cc1cc2nnc(SCC(=O)Nc3cccc(S(=O)(=O)N4CCOCC4)c3)n2c2ccccc12` gave GAA glycogen 1%, aGlu spleen mod 2%, GLA spleen mod 8%, Tau FP inhib -7%, Tau ThT inhib 2%, GAA inhib 1%, HTT ATP protect -20%[10 µM] and Tau fluor counter -8%.
COc1ccc(-c2nc(NC(=O)Cn3cnnn3)sc2C)cc1 was read as GAA glycogen 1%, aGlu spleen mod -3%, GLA spleen mod 6%, Tau FP inhib 1%, Tau ThT inhib -3%, GAA inhib -6%, HTT ATP protect 2%[10 µM] and Tau fluor counter -9%.
For COC(=O)c1sc(Nc2ccccc2)nc1C the results were GAA glycogen -16%, aGlu spleen mod -6%, GLA spleen mod -4%, Tau FP inhib 9%, Tau ThT inhib -14%, GAA inhib -6%, HTT ATP protect 1% and Tau fluor counter -27%.
For Cc1csc2nc(CSc3ccc(Cl)cc3)cn12 the results were GAA glycogen 0%, aGlu spleen mod -15%, GLA spleen mod 12%, Tau FP inhib -12%, Tau ThT inhib inconclusive, GAA inhib -6%, HTT ATP protect 26%[10 µM] and Tau fluor counter -5%.
For CN(C)NC(=S)Nc1ccc(Cl)cc1 the results were GAA glycogen inconclusive, aGlu spleen mod -3%, GLA spleen mod 4%, Tau FP inhib -2%, Tau ThT inhib -8%, GAA inhib 1%, HTT ATP protect -14% and Tau fluor counter -7%.
For COc1cc(/C=C2/C(=N)N3C=CSC3=NC2=O)ccc1OCCCOc1cc(C)ccc1C the results were GAA glycogen 2%, aGlu spleen mod -7%, GLA spleen mod -2%, Tau FP inhib -3%, Tau ThT inhib inconclusive, GAA inhib -11%, HTT ATP protect -18% and Tau fluor counter -24%.
CC1CN(CC(=O)Nc2cc(S(=O)(=O)N3CCCC3)ccc2Cl)CC(C)O1 (configuration not stated) was read as GAA glycogen 4%, aGlu spleen mod -4%, GLA spleen mod -3%, Tau FP inhib -2%, Tau ThT inhib -8%, GAA inhib 10%, HTT ATP protect -7% and Tau fluor counter -5%.
For COc1cc(/C=N\NC(=O)c2c(C)nc3cc(C)ccn23)ccc1O the results were GAA glycogen 11µM*, aGlu spleen mod inconclusive, GLA spleen mod -22%, Tau FP inhib 4%, Tau ThT inhib -14%, GAA inhib -4%, HTT ATP protect -20%[10 µM] and Tau fluor counter 1%.
For CCOC(=O)N1CCN(C(=O)CN(Cc2ccccc2)S(=O)(=O)c2ccc(OC)c(C)c2)CC1 the results were GAA glycogen 5%, aGlu spleen mod 6%, GLA spleen mod 6%, Tau FP inhib 9%, Tau ThT inhib -2%, GAA inhib 8%, HTT ATP protect -13%[10 µM] and Tau fluor counter 3%.
For N#Cc1cccc(N=Cc2c(O)ccc3ccccc23)c1 the results were GAA glycogen 6%, aGlu spleen mod -3%, GLA spleen mod -4%, Tau FP inhib -18%, Tau ThT inhib inconclusive, GAA inhib -1%, HTT ATP protect 18%[10 µM] and Tau fluor counter -12%.
`NC(=O)c1sc(-c2ccsc2)cc1N` gave aGlu spleen mod 3%, GLA spleen mod -5%, Tau FP inhib 1%, Tau ThT inhib inconclusive, HTT ATP protect -23% and Tau fluor counter -16%.
For CC12CCC(c3n[nH]c(=S)nc31)C2(C)C (configuration not stated) the results were GAA glycogen 0%, aGlu spleen mod 4%, GLA spleen mod -2%, Tau FP inhib -15%, Tau ThT inhib -12%, GAA inhib 0% and Tau fluor counter -13%.
Screening CCC1COC(c2cccn2Cc2ccccc2Cl)=N1 (configuration not stated) returned GAA glycogen -16%, aGlu spleen mod -19%, GLA spleen mod -1%, Tau FP inhib 1%, Tau ThT inhib -3%, GAA inhib 3%, HTT ATP protect -9% and Tau fluor counter -1%.
For CCc1nc(Sc2nnnn2-c2ccccc2)c2c3c(sc2n1)CCCC3 the results were GAA glycogen 0%, aGlu spleen mod 6%, GLA spleen mod 7%, Tau FP inhib -2%, Tau ThT inhib -7%, GAA inhib 0%, HTT ATP protect -13%[10 µM] and Tau fluor counter -6%.
O=C(CCc1nc2cccnc2n1Cc1ccccc1)NCc1cccc(Cl)c1 was read as GAA glycogen 3%[76.3 µM], Tau FP inhib -8%, Tau ThT inhib -17% and Tau fluor counter -20%.
Screening OC1(c2cccnc2)CCN(Cc2nnnn2Cc2ccccc2)CC1 returned GAA glycogen 0%, aGlu spleen mod -3%, GLA spleen mod 4%, Tau FP inhib -9%, Tau ThT inhib -7%, GAA inhib 0%, HTT ATP protect -1% and Tau fluor counter -7%.
For Cc1ccc2oc(C(=O)Nc3ccc(S(=O)(=O)Nc4onc(C)c4C)cc3)cc(=O)c2c1 the results were GAA glycogen 15%[76.3 µM], Tau FP inhib inconclusive, Tau ThT inhib -16% and Tau fluor counter -17%.
Screening Cc1nnc(SCC(=O)NC(C)(C)C)n1NCc1c(F)cccc1Cl returned GAA glycogen -8%, aGlu spleen mod 9%, GLA spleen mod 7%, Tau FP inhib -4%, Tau ThT inhib 2%, GAA inhib 15%, HTT ATP protect 1%[10 µM] and Tau fluor counter -5%.
`Clc1ccc2nc(N3CCCCC3)sc2c1` gave GAA glycogen 10%, aGlu spleen mod 2%, GLA spleen mod -1%, Tau FP inhib -3%, Tau ThT inhib -9%, GAA inhib 1%, HTT ATP protect 16%[10 µM] and Tau fluor counter -4%.

Quoted at random: 2 entries already listed.
Screening Cc1nnc(SCC(=O)NC(C)(C)C)n1NCc1c(F)cccc1Cl returned GAA glycogen -8%, aGlu spleen mod 9%, GLA spleen mod 7%, Tau FP inhib -4%, Tau ThT inhib 2%, GAA inhib 15%, HTT ATP protect 1%[10 µM] and Tau fluor counter -5%.
O=C(CCc1nc2cccnc2n1Cc1ccccc1)NCc1cccc(Cl)c1 was read as GAA glycogen 3%[76.3 µM], Tau FP inhib -8%, Tau ThT inhib -17% and Tau fluor counter -20%.

Later entries
O=C(NCc1ccco1)c1ccc(COCC(F)(F)C(F)F)cc1 was read as GAA glycogen 7%, aGlu spleen mod 3%, GLA spleen mod 8%, Tau FP inhib inconclusive, Tau ThT inhib -8%, GAA inhib -4%, HTT ATP protect -19%[10 µM] and Tau fluor counter -9%.
`O=C(Nc1ccccc1N1CCOCC1)c1ccc(Cl)c(S(=O)(=O)NCc2ccco2)c1` gave GAA glycogen 3%, aGlu spleen mod 0%, GLA spleen mod 12%, Tau FP inhib 3%, Tau ThT inhib -2%, GAA inhib -1% and Tau fluor counter -10%.
`CC(C)NC(=O)C1CCN(Cc2cnn(-c3ccccc3)c2-n2cccc2)CC1` gave GAA glycogen -1%, aGlu spleen mod -1%, GLA spleen mod -5%, Tau FP inhib -5%, Tau ThT inhib -5%, GAA inhib -4%, HTT ATP protect -25% and Tau fluor counter -11%.
For CCc1c(C(=O)N/N=C/c2ccsc2)csc1C the results were GAA glycogen 2%, aGlu spleen mod -2%, GLA spleen mod -3%, Tau FP inhib -2%, Tau ThT inhib -5%, GAA inhib -6% and Tau fluor counter 0%.
`Cn1c(O)c(N=NC(=O)Cn2ccc(C(F)(F)F)n2)c2ccccc21` gave GAA glycogen 7%, aGlu spleen mod 3%, GLA spleen mod -4%, Tau FP inhib -3%, Tau ThT inhib -6%, GAA inhib 4%, HTT ATP protect 30%[0.074 µM] and Tau fluor counter 3%.
Screening Cc1ccc(NC(=O)NC2=NN(c3ccccc3)C(=O)/C2=C2/CCCN2C)cc1 returned GAA glycogen 10%, aGlu spleen mod -12%, GLA spleen mod 0%, Tau FP inhib inconclusive, Tau ThT inhib inconclusive, GAA inhib 4%, HTT ATP protect 5% and Tau fluor counter inconclusive.
For CCc1nc2cc(Cl)c(Cl)cc2nc1CC the results were GAA glycogen -2%, aGlu spleen mod 6%, GLA spleen mod -10%, Tau FP inhib -11%, Tau ThT inhib -4%, HTT ATP protect 10%[10 µM] and Tau fluor counter -9%.
`COCCN(Cc1cc2cc3c(cc2nc1Cl)OCO3)C(C)=O` gave GAA glycogen -21%, aGlu spleen mod 1%, GLA spleen mod 9%, Tau FP inhib 5%[2.34 µM], Tau ThT inhib 10%, GAA inhib 1%, HTT ATP protect 5%[10 µM] and Tau fluor counter 11%[2.34 µM].
Screening CC(C)c1[nH]nc2c1C1(CCN(Cc3ccccc3)CC1)C(C#N)=C(N)O2 returned GAA glycogen -22%, aGlu spleen mod -9%, GLA spleen mod 0%, Tau FP inhib -6%, Tau ThT inhib -14%, GAA inhib -6%, HTT ATP protect 21% and Tau fluor counter -2%.
